# Screening data deposited in PubChem BioAssay by several laboratories.
# ASAP1 inh: ASAP1 ArfGAP inhibition; 360,000 tested, 0.19% active; ASAP1-stimulated ARF1 GTP hydrolysis, GDP FP detection; inhibition, % at 16.5 µM; Q9ULH1; in the data active = inhibition above about 25%;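 also: 0% = vehicle with enzyme and substrate and 100% = no enzyme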
# DDE Tn7 FP inh: DD(E)-Tn7 binding inhibition, primary FP screen. P02675. FP displacement of FITC-Tn7 peptide from fibrin DD(E); 0% = median of compound wells per plate. inhibition, % at 8.3 µM. 370,000 tested, 0.13% active. AID 720508;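 active = inhibition above the mean of compounds falling within the control limits plus 3 SD of them, cut at about 14% in these data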;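 also: 0% = plate median of compound wells and 100% = 10 µM Aha-Tn7 peptide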
#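 Test system – human fibrin DD(E) · Times – 10 min preincubation, 3 h with tracer, room temperature · Detection – fluorescence polarization of the labelled Tn7 tracer · Measure – percent inhibition normalized to high-control wells · Benchmarks – high control wells with 10 µM unlabelled Aha-Tn7 peptide (full inhibition) · Repeats – singlicate testing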
# KLK7 zymogen act: activates the human kallikrein-7 zymogen. activation, % at 7 µM. P49862. AID 652039. 370,000 tested, 0.9% active. purified proKLK7, EDANS-DABCYL substrate fluorescence; 100% is mature enzyme control, 0% vehicle;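 active = activation above the mean of all tested compounds plus 3 SD, computed per campaign excluding outliers beyond control limits, cut at about 13% in these data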
# HGIII-sPLA2 inh: Inhibits HGIII-sPLA2 liposome hydrolysis, primary screen; QFRET BODIPY PC-A2 liposome hydrolysis, fluorescence; AID 743126; Q9NZ20; 370,000 tested, 0.56% active; inhibition, % at 12.2 µM;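 active = inhibition above mean plus 3 SD of compounds lying within the high and low control bounds, cut at about 19% in these data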;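 also: 0% = median of test compound wells and 100% = no enzyme DMSO wells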
# PLC-gamma1 inh: blocks human PLC-gamma1 enzyme activity | inhibition, % at 12.2 µM | purified PLC-gamma1, fluorogenic substrate, fluorescence | AID 720700 | 370,000 tested, 0.84% active | P19174; in the data active = inhibition above about 9.5%
# Tn6 DDE FP: disrupts Tn6 cyclic peptide binding to fibrin D-Dimer-E complex. P02675. Fibrin DD(E) TRITC-Tn6 fluorescence polarization displacement. inhibition, % at 8.3 µM. 370,000 tested, 0.21% active. AID 720509;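 active = inhibition above a per-campaign cutoff: mean of compounds within control limits plus 3 SD, cut at about 15% in these data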;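 also: 0% = median of all compound wells on the plate and 100% = blocking peptide control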
# NR1D1 modulator: modulates human Rev-erb alpha binding to DNA. activity, % at 10 µM. Rev-erbα–FITC-DNA binding, fluorescence polarization, 90 min. 370,000 tested, 0.79% active;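 active = activity above about 14%, limit read from the data; passing the limit was not always enough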;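 also: 0% = DMSO wells with 35 nM protein and 100% = DMSO wells with 750 nM protein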
# UHRF1 MBD2 ctr: UHRF1 methyl-DNA binding inhibition; inhibition, % at 4.4 µM; 370,000 tested, 0.75% active; Q96T88; UHRF1 binding to methylated oligo, TR-FRET; in the data active = inhibition above about 21%;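 also: UHRF1 SRA domain binding a hemimethylated CpG hairpin DNA probe; 0% = median of test compound wells and 100% = reference inhibitor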
# Target sequence (Q96T88 whole entry, looked up, the tested form may be a part): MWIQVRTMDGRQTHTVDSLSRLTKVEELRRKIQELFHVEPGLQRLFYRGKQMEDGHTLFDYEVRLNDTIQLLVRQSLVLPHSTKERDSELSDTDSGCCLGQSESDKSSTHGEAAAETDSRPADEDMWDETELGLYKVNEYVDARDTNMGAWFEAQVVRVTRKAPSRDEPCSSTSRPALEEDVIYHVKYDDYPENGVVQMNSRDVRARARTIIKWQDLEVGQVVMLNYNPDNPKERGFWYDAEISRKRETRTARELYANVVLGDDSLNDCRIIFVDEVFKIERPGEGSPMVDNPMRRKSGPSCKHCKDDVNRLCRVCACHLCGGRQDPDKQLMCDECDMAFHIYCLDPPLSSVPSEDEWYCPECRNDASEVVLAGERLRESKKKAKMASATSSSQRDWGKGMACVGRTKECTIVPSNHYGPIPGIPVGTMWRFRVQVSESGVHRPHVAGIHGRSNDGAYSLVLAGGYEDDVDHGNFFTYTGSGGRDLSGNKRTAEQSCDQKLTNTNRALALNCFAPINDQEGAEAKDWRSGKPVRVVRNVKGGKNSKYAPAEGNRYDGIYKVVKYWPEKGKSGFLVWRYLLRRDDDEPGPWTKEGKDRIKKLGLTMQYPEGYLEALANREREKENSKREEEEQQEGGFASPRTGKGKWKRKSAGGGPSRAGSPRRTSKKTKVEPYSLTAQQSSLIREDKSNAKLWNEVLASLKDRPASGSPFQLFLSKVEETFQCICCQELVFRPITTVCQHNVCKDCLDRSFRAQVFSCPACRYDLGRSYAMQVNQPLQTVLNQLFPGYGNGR
# ARFGAP1 inhibitor: inhibitors of rat ARFGAP1 | 360,000 tested, 0.26% active | inhibition, % at 16.5 µM | AID 651572 | Q62848 | Arfgap1-stimulated ARF1 GTP hydrolysis, GDP FP detection;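 active = inhibition above a per-plate limit, mean inhibition of low control wells plus 3 SD, cut at about 25% in these data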;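 also: 0% = DMSO wells with enzyme and 100% = wells lacking Arfgap1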
# Target sequence (Q62848 1-136 limits assumed): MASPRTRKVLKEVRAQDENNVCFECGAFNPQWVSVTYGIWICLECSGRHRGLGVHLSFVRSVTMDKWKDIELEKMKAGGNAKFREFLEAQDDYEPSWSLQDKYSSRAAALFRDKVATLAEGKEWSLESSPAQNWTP
#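 Material: rat Arfgap1 GAP domain (His6, aa 1-136), purified enzyme. Also added: human ARF1(Δ1-17)-GTP substrate. Compound dosing: 16.5 µM single point, 1.26% DMSO. Timing: enzyme reaction 120 min at 25 °C after 20 min preincubation. Signal: GDP detection by fluorescence polarization. Read-out basis: percent inhibition of GAP-stimulated GDP formation, scaled between DMSO and no-Arfgap1 medians.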
# PLCb3 inh: blocks human PLC-beta3 enzyme activity | Q01970 | Purified PLC-beta3, fluorogenic substrate, fluorescence | inhibition, % at 12.2 µM | 370,000 tested, 0.18% active | AID 720704; in the data active = inhibition above about 11%;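 also: 0% = median of compound wells on plate and 100% = full blocker control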
# Numbers without * were called inactive; i = inactive; · = no result given. Not a hit list; overall some 4.5% were active at least once.
SMILES,ASAP1 inh,DDE Tn7 FP inh,KLK7 zymogen act,HGIII-sPLA2 inh,PLC-gamma1 inh,Tn6 DDE FP,NR1D1 modulator,UHRF1 MBD2 ctr,ARFGAP1 inhibitor,PLCb3 inh
C[C@H](CO)N1C[C@H](C)[C@H](CN(C)C(=O)N[C@H](C)c2ccccc2)OCc2ccccc2-c2c(n(C)c3ccccc23)C1=O,19,-7,-0.4,-15,2,-3,11,-1,-6,-3
Cc1ccc(Cc2ccccc2C(=O)O)cc1,8,11,-0.3,-1,1,-1,-6,-3,-7,-2
COc1ccc(C(CCNCc2ccc(N(C)C)cc2)c2ccccc2OC)cc1 (stereo not given),-4,-6,0.2,2,4,-5,3,-1,-7,-2
Cc1ccc2ccc(C(Nc3ccccn3)c3ccccc3)c(O)c2n1 (stereo not given),-20,-9,0.8,16,-5,-1,3,-3,10,-6
CCN1CCN(C(=O)CN(Cc2ccccc2)S(C)(=O)=O)CC1,-2,-4,-0.1,5,0,1,2,-2,12,3
Cc1cc(/C=C(\C#N)C(=O)Nc2ccccc2)c(C)n1-c1cccnc1,-15,4,-0.1,1,-6,-4,-4,-1,-4,-6
O=[N+]([O-])c1ccc(CN2CCOCCOCCN(Cc3ccc([N+](=O)[O-])cc3Cl)CCOCC2)c(Cl)c1,·,-2,·,0,1,-2,-3,-2,·,-2
Cc1ccccc1-n1nnnc1SCc1csc(-c2ccccc2)n1,2,-6,0.8,-16,0,3,1,0,6,-2
CCOC(=O)[C@]12CCCC=C1N(Cc1ccc(Cl)cc1Cl)C(=O)[C@H](CC(=O)N1CCC(c3ccccc3)CC1)C2,-3,5,0.6,2,2,11,5,0,-4,1
NS(=O)(=O)c1ccc(NC(=O)c2ccc(S(=O)(=O)N3CCCCCC3)cc2)cc1,2,-5,0.8,-24,0,-9,-1,3,15,6

# As a short view, some entries already given:
SMILES,ASAP1 inh,DDE Tn7 FP inh,KLK7 zymogen act,HGIII-sPLA2 inh,PLC-gamma1 inh,Tn6 DDE FP,NR1D1 modulator,UHRF1 MBD2 ctr,ARFGAP1 inhibitor,PLCb3 inh
Cc1cc(/C=C(\C#N)C(=O)Nc2ccccc2)c(C)n1-c1cccnc1,-15,4,-0.1,1,-6,-4,-4,-1,-4,-6
O=[N+]([O-])c1ccc(CN2CCOCCOCCN(Cc3ccc([N+](=O)[O-])cc3Cl)CCOCC2)c(Cl)c1,·,-2,·,0,1,-2,-3,-2,·,-2
Cc1ccccc1-n1nnnc1SCc1csc(-c2ccccc2)n1,2,-6,0.8,-16,0,3,1,0,6,-2
CCOC(=O)[C@]12CCCC=C1N(Cc1ccc(Cl)cc1Cl)C(=O)[C@H](CC(=O)N1CCC(c3ccccc3)CC1)C2,-3,5,0.6,2,2,11,5,0,-4,1

# Next section:
SMILES,ASAP1 inh,DDE Tn7 FP inh,KLK7 zymogen act,HGIII-sPLA2 inh,PLC-gamma1 inh,Tn6 DDE FP,NR1D1 modulator,UHRF1 MBD2 ctr,ARFGAP1 inhibitor,PLCb3 inh
CC(C)CC(COCc1ccc([N+](=O)[O-])cc1)N1CCN(C(=O)c2ccc(C(F)(F)F)cc2)CCC1=O (stereo not given),0,-3,0.4,-12,-1,4,-3,1,-4,2
CCOc1ccc(N2CC(=O)Nc3ccccc3NCC2=O)cc1,9,-8,0.4,2,-1,0,-2,-1,-14,1
COC(=O)[C@@]12CCCCC=C1N(CCc1ccc(Cl)cc1)C(=O)[C@H]2CC(=O)NCc1cccc(C(F)(F)F)c1,·,-3,0.3,-11,0,0,-7,0,·,-2
Cc1ccc2nc(/C(C#N)=C\c3ccc(Oc4ccc(C(F)(F)F)cc4[N+](=O)[O-])cc3)[nH]c2c1,8,-2,-0.8,-2,-21,1,-17,-1,9,-29
COc1cc(S(=O)(=O)N2CCCCC2)ccc1NC(C)=O,10,-1,-0.7,5,0,-10,-3,0,-2,2
CCC(=O)Nc1ccc(-c2nn3c(C)nnc3s2)cc1C,11,1,0.8,3,2,-1,4,1,3,3
CC(=O)NC1(C(F)(F)F)C(=O)NC(C)=C1C#N (stereo not given),12,-2,-0.1,0,1,-1,-4,-1,-10,0
COc1ccccc1CNC(=O)c1cccc(S(=O)(=O)N2CCN(C)CC2)c1,-1,4,0.8,6,0,-4,-2,4,-3,-2
CC1(C)CC(=O)C2=C(C1)OC1OC(=O)CC21C (stereo not given),-11,-3,0.1,3,-1,1,2,-1,5,0
COc1cc(CC(=O)OCC(=O)Nc2ccc(Cl)c(S(=O)(=O)N(C)C)c2)cc(OC)c1OC,-8,-2,0.4,-17,-1,-1,2,1,1,-6
COc1cc2nn(-c3ccccc3N)nc2cc1OC,2,-7,-0.7,3,i,0,-1,-2,-2,i
O=C(CNC(=O)c1ccc(Cl)cc1Cl)OC1CCCCC1=O (stereo not given),-2,-5,0.1,4,1,5,-12,-4,-12,-3
CCN(CC)C(=O)Oc1cc2c(-c3cc4cccc(OC)c4o3)cc(=O)oc2cc1C,-9,-4,-0.4,6,-7,-6,6,-1,-4,-25
O=C(c1nn(Cc2ccccc2)c(=O)c2ccccc12)N1CCN(C/C=C/c2ccccc2)CC1,5,-4,0.5,-7,3,2,0,0,-4,1
CN(C(=O)CN1C(=O)/C(=C/c2ccc(F)cc2)SC1=S)C1CCS(=O)(=O)C1 (stereo not given),-16,0,-0.8,-1,1,1,-8,-1,-10,-3
C/C(=N\OC(=O)c1ccccc1F)c1nccs1,-1,-1,0.1,6,1,3,3,-2,-9,1
CCCn1ncc(CN2CCN(Cc3ccsc3)C(CCO)C2)c1C (stereo not given),-5,-5,0.5,-3,0,-1,1,0,-8,3
O=C(CCc1ccc(S(=O)(=O)N2CCOCC2)cc1)Nc1nc(COc2ccccc2)cs1,-3,8,0.5,-20,-1,-3,1,0,-4,-1
O=C(c1ccc(N2CCN(C(=O)c3cccc(F)c3)CC2)cc1)c1cccc(F)c1,6,5,-0.1,-3,-36,4,-1,0,10,-50
COc1cccc(N=Cc2c(O)c3ccccc3oc2=O)c1,12,-3,0.7,0,-3,-10,-6,-3,-4,-17

# An excerpt of these results, with tabs:
Molecule	ASAP1 inh	DDE Tn7 FP inh	KLK7 zymogen act	HGIII-sPLA2 inh	PLC-gamma1 inh	Tn6 DDE FP	NR1D1 modulator	UHRF1 MBD2 ctr	ARFGAP1 inhibitor	PLCb3 inh
COc1cc(S(=O)(=O)N2CCCCC2)ccc1NC(C)=O	10	-1	-0.7	5	0	-10	-3	0	-2	2
CCC(=O)Nc1ccc(-c2nn3c(C)nnc3s2)cc1C	11	1	0.8	3	2	-1	4	1	3	3
CC(=O)NC1(C(F)(F)F)C(=O)NC(C)=C1C#N (stereo not given)	12	-2	-0.1	0	1	-1	-4	-1	-10	0

# Going on with the list:
SMILES,ASAP1 inh,DDE Tn7 FP inh,KLK7 zymogen act,HGIII-sPLA2 inh,PLC-gamma1 inh,Tn6 DDE FP,NR1D1 modulator,UHRF1 MBD2 ctr,ARFGAP1 inhibitor,PLCb3 inh
CC(C)CCNS(=O)(=O)c1ccc(-c2ccc(S(=O)(=O)NCCC(C)C)cc2)cc1,2,1,-0.8,-11,2,-4,-8,-4,2,4
Cc1[nH]c2ccccc2c1SCC(=O)N1CCOCC1,-2,6,0.4,-2,0,-1,-1,0,2,2
COc1ccc(C(C(=O)NC2CCCC2)N(C(=O)c2ccco2)c2cc3c(cc2C(C)=O)OCO3)cc1 (stereo not given),3,1,0.0,4,-2,5,3,0,4,-7
CN[C@H]1C[C@H]2c3[nH]c4cccc(-c5cccc(F)c5)c4c3CCN2C(=O)[C@H]1[C@H](C)O,·,-2,-5.6,7,-201,6,8,-2,·,-260
CCOc1cc(/C=N/NC(=O)CN2CCOCC2)ccc1OCc1ccccc1,2,-6,-0.3,-3,-2,4,-6,0,3,0
COc1ccc(-n2nc(C(=O)NCC(=O)N3CCN(C)CC3)c3ccccc3c2=O)cc1OC,12,3,0.0,6,-13,5,1,0,-2,-16
CC(C)(C)C1CCC(=O)N(CCC#N)CC1 (stereo not given),12,-4,0.1,13,11*,-8,2,0,4,7
Cc1c(C)n(CC(O)CN2CCN(C)CC2)c2ccccc12 (stereo not given),-8,1,0.4,-4,1,-14,-4,-4,-5,-5
Cc1ccc(C(=O)NCCCNC(=O)c2ccccn2)cc1,4,5,-0.4,19,-1,-12,-4,4,12,-6
CCOC(=O)C1=C(c2ccccc2)OC(N)=C(C#N)C1c1ccc(Cl)s1 (stereo not given),9,-3,-1.2,-16,-13,-10,-6,-4,4,-20
COc1cc(CNC(=O)c2cc(-c3cc(Cl)ccc3C)n[nH]2)cc(OC)c1,15,-7,1.4,-15,-1,-1,-6,5,12,-2
COc1ccc(C)cc1S(=O)(=O)N(CC(N)=O)Cc1ccccc1,-4,-1,-0.7,4,6,-3,-3,1,1,3
COc1cc(/C=N/NC(=O)c2ccoc2C)ccc1O,-12,4,-1.8,11,-1,-2,4,0,-1,-6
NC(N)=Nc1nc(-c2ccccc2)c2ccccc2n1,7,-5,3.7,-3,-94,-4,-1,-8,4,-96
CCS(=O)(=O)n1nc(-c2ccco2)nc1N,-3,6,-0.6,3,-2,-5,-2,0,1,3
CC(C)(C)C1CCc2onc(C(=O)NCc3ccc(F)cc3)c2C1 (stereo not given),-12,3,0.0,-10,5,-21,4,17,3,-5
CN(CC(=O)NC1CC1)S(=O)(=O)c1cc(Cl)ccc1Cl,-8,-3,0.0,6,4,2,-2,6,-7,-6
CC(C)NC(=O)c1ccccc1NC(=O)CS(=O)(=O)Cc1ccccc1,-9,-10,-0.1,-4,3,8,-1,0,4,4
COC(=O)CCC(=O)NNC(=O)c1ccc(Cl)cc1Cl,11,3,0.6,4,-1,-7,2,4,-3,-3
CCN(C(=O)CSc1nc2ccc(O)cc2c(=O)n1-c1ccc(OC)c(OC)c1)C1CCS(=O)(=O)C1 (stereo not given),0,8,-17,3,-16,-5,0,3,7,-34
CC(C)c1nnc(NC(=O)C2CCCN2S(=O)(=O)c2ccc(Cl)cc2)s1 (stereo not given),0,-8,-0.2,2,6,3,-3,-1,15,5
Cc1ccc(S(=O)(=O)N2CCN(C(=O)N3CCOCC3)CC2)c(C)c1,-6,4,0.1,2,0,2,-5,0,0,-2
CC1CCN(CCC(=O)Nc2ccc3c(c2)CCC3)CC1,11,7,0.2,3,-1,-2,-3,0,8,-1
